SIAE inh – human SIAE inhibition, primary screen; Q9HAT2; SIAE FP-Rh probe binding, fluorescence polarization; inhibition, % at 9.66 µM; 370,000 compounds, 0.69% hits; AID 1053197;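 active = inhibition above a cutoff: mean of compounds within the control limits plus 3 SD of those, cut at about 17% in these data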;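 also: 0% = plate median of compound wells and 100% = probe without SIAE protein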
Target sequence (Q9HAT2 whole entry, looked up): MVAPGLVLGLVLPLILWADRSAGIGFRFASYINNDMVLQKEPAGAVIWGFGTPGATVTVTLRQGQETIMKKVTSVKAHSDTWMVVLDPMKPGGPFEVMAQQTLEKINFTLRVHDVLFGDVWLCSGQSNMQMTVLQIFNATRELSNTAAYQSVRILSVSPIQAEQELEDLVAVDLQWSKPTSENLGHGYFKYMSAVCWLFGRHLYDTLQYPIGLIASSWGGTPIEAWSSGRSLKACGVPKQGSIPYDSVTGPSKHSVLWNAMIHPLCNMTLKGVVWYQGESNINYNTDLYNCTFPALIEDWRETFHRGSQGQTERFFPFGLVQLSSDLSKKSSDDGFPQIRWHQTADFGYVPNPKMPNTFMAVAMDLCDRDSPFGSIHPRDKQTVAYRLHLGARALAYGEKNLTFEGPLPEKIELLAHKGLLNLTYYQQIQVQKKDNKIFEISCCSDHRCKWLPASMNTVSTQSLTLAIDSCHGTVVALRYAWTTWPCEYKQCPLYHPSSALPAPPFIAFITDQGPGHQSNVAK
TCR CD3 inh – blocks the human TCR-CD3 interaction. 360,000 compounds, 0.37% hits. AID 651800. TAMRA-labeled TCR probe fluorescence, biochemical. inhibition, % at 9.4 µM; in the data active = inhibition above about 19%;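 also: recombinant mutant TCR 2C K166C tagged with TAMRA read by polarization; 0% = receptor in buffer alone and 100% = receptor with positive control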
TDP2 inh – TDP2 (human) inhibition, absorbance primary screen | recombinant TDP2, T5PNP hydrolysis, p-nitrophenol absorbance 415 nm | AID 720702 | inhibition, % at 12.8 µM | O95551 | 370,000 compounds, 0.34% hits;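 active = inhibition above the mean of all tested compounds plus 3 SD, set per campaign, cut at about 25% in these data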;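 also: 0% = DMSO with enzyme and 100% = buffer with substrate but no TDP2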
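Read-out basis: percent inhibition. System: recombinant human TDP2. Buffer or medium: Mg2+-containing Tris-HCl buffer, pH 7.5. Repeats: single replicate. Timing: reaction 2 h, 37 °C. Benchmarks: high control without enzyme, low control DMSO plus TDP2. Probe or stimulus: 5 mM T5PNP. Doses: 12.8 µM only. Measured by: epi absorbance of p-nitrophenol freed from T5PNP by hydrolysis.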
rCAG RNA binder – r(CAG) repeat RNA binding. TO-PRO-1 dye displacement fluorescence. inhibition, % at 3 µM. 370,000 compounds, 1.3% hits. AID 651821;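 active = inhibition above the plate cutoff, the mean of all test compounds on that plate plus 3 SD, cut at about 35% in these data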;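 also: 0% = DMSO alone and 100% = 100 µM mitoxantrone as full dye displacement; higher means more dye released from RNA so lower well fluorescence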
NPR2 activator – GC-B (human) receptor activation | HEK293-GC-B cells, CNP EC30, cGMP TR-FRET; 0% at EC30 CNP, 100% saturating CNP | activation, % at 10 µM | 370,000 compounds, 0.11% hits | P20594;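 active = activation at 10 µM reaching about 35% in either raw or pattern-adjusted values, limit read from the data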
mABHD4 FP – inhibitors of mouse ABHD4; AID 720543; purified mABHD4, FP-Rh probe fluorescence polarization; inhibition, % at 8.92 µM; 370,000 compounds, 0.54% hits;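 active = inhibition exceeding the mean over every tested compound plus 3 SD, cut at about 30% in these data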;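 also: 0% = plate median of compound wells and 100% = S159A mutant with DMSO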
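system = mouse ABHD4 enzyme, wild type | medium = HEPES pH 7.0, NaCl, Pluronic buffer | also added = FP-Rh probe | incubation = Enzyme–compound pre-incubation 45 min, then probe 60 min, both 25 °C | technique = fluorescence polarization, excitation 525 nm, emission 598 nm, BODIPY TMR filters | controls = S159A mutant high control, sample median low control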
MBD2 inh – inhibitors of human MBD2 binding to methylated oligonucleotide. Q9UBB5. TR-FRET. inhibition, % at 4.4 µM. 370,000 compounds, 0.31% hits; in the data active = inhibition above about 13%
LEDGF integ inh – blocks HIV-1 LEDGF/p75-dependent DNA integration | TR-FRET IN-LEDGF/p75 DNA integration, Eu/Cy5 | 370,000 compounds, 0.64% hits | inhibition, % at 3.7 µM;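 active = inhibition above the screen-wide mean plus 3 SD, cut at about 13% in these data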;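 also: signal is the Cy5 over europium emission ratio at 671 and 618 nm; 0% = plate median of compound wells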
PRMT1 FP inh – blocks human protein arginine methyltransferase 1. Q99873. recombinant PRMT1, activity-based probe fluorescence polarization. inhibition, % at 2.79 µM. 370,000 compounds, 1.3% hits. AID 652257;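 active = inhibition above about 21% made by adding two undisclosed values, limit read from the data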
HTRA1 inh – HTRA1 (human) protease inhibition | Q92743 | recombinant HTRA1, FP-rhodamine activity-based probe, fluorescence polarization | inhibition, % at 5.96 µM | 340,000 compounds, 0.5% hits; in the data active = inhibition above about 36%;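 also: 0% = enzyme with DMSO and 100% = wells lacking enzyme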
Target sequence (Q92743 whole entry, looked up): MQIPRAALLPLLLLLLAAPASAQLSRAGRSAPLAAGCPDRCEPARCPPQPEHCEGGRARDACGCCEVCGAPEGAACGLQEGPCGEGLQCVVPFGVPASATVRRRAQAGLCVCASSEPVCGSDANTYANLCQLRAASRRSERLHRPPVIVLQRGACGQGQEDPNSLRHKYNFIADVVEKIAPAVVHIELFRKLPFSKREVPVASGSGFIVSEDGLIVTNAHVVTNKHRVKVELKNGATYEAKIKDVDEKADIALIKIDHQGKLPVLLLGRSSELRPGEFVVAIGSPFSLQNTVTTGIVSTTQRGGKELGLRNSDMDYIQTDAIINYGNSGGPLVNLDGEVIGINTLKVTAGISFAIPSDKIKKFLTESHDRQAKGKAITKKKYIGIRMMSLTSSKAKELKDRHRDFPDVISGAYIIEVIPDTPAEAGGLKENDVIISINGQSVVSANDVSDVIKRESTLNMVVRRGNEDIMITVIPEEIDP
Active calls of the source: *; / = not tested or not shown; & = joins results of further samples.

SMILES	SIAE inh	TCR CD3 inh	TDP2 inh	rCAG RNA binder	NPR2 activator	mABHD4 FP	MBD2 inh	LEDGF integ inh	PRMT1 FP inh	HTRA1 inh
Cc1ccc(CCN2CC(C(=O)O)CC2=O)cc1 (stereo unspecified)	-3	3	-3	2	3	3	-1	-3	-1	7
CCC(CC)C(=O)OCC(=O)C1(O)CCC2C3CCC4=CC(=O)CCC4(C)C3C(O)CC21C (stereo unspecified)	-5	-3	-7	0	8	-4	5	-3	2	-2
O=C1NC2(CCc3ccccc3C2)C(=O)N1CCOc1cccc(Cl)c1 (stereo unspecified)	-3	0	-7	-7	5	-4	5	-2	0	-18
COc1cc(/C=C(/NC(=O)c2ccccc2)C(=O)N2CCOCC2)c([N+](=O)[O-])cc1OC	7	4	4	-1	-1	2	1	3	-2	3
CCC(=O)/C(=C(/O)c1ccccc1)c1nc2ccccc2[nH]1	-1	-5	4	0	4	6	0	-4	1	-2
CCN(CC)c1ccc(NC(=O)C2CC(=O)N(Cc3ccccc3)C2)cc1 (stereo unspecified)	4	11	-12	-7	-3	-3	0	2	-2	6
CCC(SCC(=O)OC)C(=O)Nc1nnc(C(C)C)s1 (stereo unspecified)	5	1	-5	4	0	8	-2	-3	2	1
Cn1cccc1CC(=O)N/N=C/C(Cl)=C/c1ccccc1	-4	10	-11	15	-2	10	1	0	-2	-14
CCOC(=O)c1ccc(NC(=O)c2cc(=O)[nH]c3ccccc23)cc1	-7	4	-4	-2	-2	-4	7	2	-5	-14
COC(=O)C1=CN(c2c(C)cc(C)cc2C)C(N)=C(C#N)C1c1ccccc1 (stereo unspecified)	2	-9	-11	4	-4	-21	6	-1	6	/
COc1ccccc1NC(=O)CSc1nnc(CC(=O)Nc2cccc(C(F)(F)F)c2)n1C	-3	-3	-7	2	-10	-15	7	-7	5	-2
NC(=O)Nc1ccc(C(=O)OCC(=O)c2c[nH]c3ccccc23)cc1	-17	-2	-4	10	2	-8	-5	2	-3	-15
Cc1c(Cl)cccc1N=Cc1ccc([N+](=O)[O-])s1	1	1	2	-1	-1	0	-4	0	1	26
CSc1ccc(/C=N/NC(=O)C[n+]2ccccc2)cc1	-7	-1	-2	2	2	1	-4	-1	6	2
CCN(C(=O)CN1CCOCC1)c1c(N)n(Cc2ccccc2)c(=O)[nH]c1=O	6	3	-2	0	3	-1	1	-1	-1	0
COc1ccccc1N1Cc2ccccc2C1	13	0	4	12	15	11	0	1	0	24
COC(=O)CCN1CCC(c2cc(-c3cccc(C(F)(F)F)c3)n[nH]2)CC1	-2	-5	-2	0	-1	-1	-5	1	2	-6
Cc1nc2sc(C(c3cccs3)N3CCN(C(=O)c4ccco4)CC3)c(O)n2n1 (stereo unspecified)	0	-10	-7	4	-4	-3	-4	0	-3	-3
O=C(NCc1ccccc1Cl)C1CCCN1C(=O)NC1CCCCC1 (stereo unspecified)	-6	5	8	-2	0	1	-3	0	-3	9
CN(C)c1cccc(C(=O)NCCCn2ccc3ccccc32)c1	4	4	-8	3	-6	5	1	-4	-2	1
COc1ccc(OC(C)C(=O)NC2CC(C)(C)NC(C)(C)C2)cc1 (stereo unspecified)	0	-4	-18	4	5	-9	6	0	3	-5
COc1ccc(CCC(=O)OCc2csc(CC(=O)Nc3ccccc3C)n2)cc1	-4	1	-6	-1	3	36*	1	3	-3	-10
CCN(CC)S(=O)(=O)c1ccc2c(c1)N(CC(=O)N1CCC(C(N)=O)CC1)C(=O)CO2	2	-2	-14	-1	9	-12	10	-8	3	-3
CC[N+](C)(CC)CC(O)COCC1COc2ccccc2O1 (stereo unspecified)	-4	2	3	-1	-1	5	1	0	-1	-2
Cn1c(SCC(=O)Nc2ccc3cn[nH]c3c2)nnc1-c1cccs1	0	-1	-14	3	-7	-24	6	-1	6	4
SMILES	SIAE inh	TCR CD3 inh	TDP2 inh	rCAG RNA binder	NPR2 activator	mABHD4 FP	MBD2 inh	LEDGF integ inh	PRMT1 FP inh	HTRA1 inh
Cc1csc(=Nc2ccc(S(=O)(=O)N3CCOCC3)cc2)n1Cc1ccco1	0&-8	-5&5	-9&1	10&13	3&-8	5&-4	2&0	2&-2	3&1	2&-6
CCN(CC)C(=O)[C@H]1CC(CC(=O)NCc2ccc(OC)c(OC)c2)C(=O)N2CCc3c([nH]c4ccccc34)[C@]12C (stereo partly specified)	4	-9	-1	-2	-6	3	4	0	1	0
O=C(COC(=O)c1cccc(S(=O)(=O)N2CCOCC2)c1)Nc1ncc(C(F)(F)F)cc1Cl	5	7	2	8	-2	5	2	1	-1	2
Cc1ccccc1C(=O)NCC(=O)OC(C)C(=O)NC(C)CCc1ccccc1 (stereo unspecified)	1	1	3	-4	-3	-2	-4	1	-4	8
O=C(Nc1cccc(S(=O)(=O)N2CCCCC2)c1)c1cc(=O)[nH]c2ccccc12	-8	-3	0	13	-4	-9	4	-6	3	-16
Cc1c(NC(=O)c2ccccc2)cccc1[N+](=O)[O-]	4	-8	0	-2	5	11	4	-2	0	4
COc1cc(CNCCN(C)C)c(Br)cc1OCC(=O)NCc1ccccc1	5	-2	-2	-4	10	8	-1	0	2	-4
CN(C)S(=O)(=O)c1cccc(NC(=S)NC2CCCCC2)c1	-6	1	-17	0	7	-5	-4	8	-4	0
C=CCN(c1ccccc1)S(=O)(=O)c1cccc(C(=O)NCC(c2cccs2)N2CCOCC2)c1 (stereo unspecified)	11	13	0	-11	7	-2	-6	-3	0	-2
O=C(Cc1ccc([N+](=O)[O-])cc1)c1ccc(O)cc1O	-1	-10	9	0	-1	3	-3	-1	1	3
CCOc1ccc(CNC(=O)C2CCN(S(=O)(=O)N3CCC(C)CC3)CC2)cc1OC	2	3	-3	2	3	2	3	3	-4	-2
CC(C(=O)N1CCOCCOCCOCCOCCOCC1)N1C(=O)c2ccccc2C1=O (stereo unspecified)	-3	5	0	-6	3	4	2	-1	-2	2
O=C(N/N=C/c1cc([N+](=O)[O-])cc([N+](=O)[O-])c1O)C(O)(c1ccccc1)c1ccccc1	4	0	-4	68*	8	23	-4	1	13	-36
CCOc1ccc(NC(=O)CN2C(=O)NC(CCc3ccccc3)C2=O)cc1OCC (stereo unspecified)	1	11	2	-1	6	-6	-5	2	0	2
COc1ccc([C@H]2CC(=O)C=C(c3cccc(C#N)c3)C2)cc1	-3	-7	-5	6	2	-2	6	0	0	-21
O=C(c1ccccc1)N1N=C(c2ccco2)CC1c1cccs1 (stereo unspecified)	-5	-16	0	9	-4	-2	3	0	5	-6
CN1CCN(NC(=O)c2cc(Br)ccc2Cl)CC1	-2	-5	-10	4	6	2	3	-3	-1	1
COc1ccc(OC)c(/C=C/C(=O)OCC(=O)NCc2ccccc2)c1	-6	3	6	1	1	-7	-2	4	0	-8
c1ccc(-c2csc(Nc3ccccn3)n2)cc1	-2	-9	-12	8	-2	1	3	-3	0	-6
COc1ccc(CN(C)C(=O)Cn2ccsc2=N)cc1OC	-3	-4	5	-2	3	7	1	-2	1	5
CC(C)(C)c1cc(N2CCOCC2)n2ncc(-c3ccccc3)c2n1	1	-9	-8	-3	-9	-3	4	-4	3	-4
COc1ccc(C(=O)O)cc1S(=O)(=O)Nc1ccc(C)cc1	5	10	6	-2	2	-2	1	1	-4	-7
O=C(NCc1cccnc1)c1ccc(NC(=O)c2ccco2)cc1	-3	-1	-1	3	3	-6	-8	1	-1	-3
O=C(NCc1ccco1)c1ccc(Cl)nc1	2	-4	-14	2	4	0	6	0	4	-1
COc1cc(C(=O)N[C@H](C(=O)NC2CCCCCC2)C(C)C)cc(OC)c1OC	-5	3	0	-10	0	-10	2	-4	1	2
SMILES	SIAE inh	TCR CD3 inh	TDP2 inh	rCAG RNA binder	NPR2 activator	mABHD4 FP	MBD2 inh	LEDGF integ inh	PRMT1 FP inh	HTRA1 inh
O=C(Cc1ccccc1)NC1CCS(=O)(=O)C1 (stereo unspecified)	-6	-3	-9	6	-3	-7	9	3	0	-4
Cc1cc(C)cc(NC(=O)CN(c2ccc(F)cc2)S(C)(=O)=O)c1	-7	5	-4	-1	-4	0	5	0	1	-2
C/[N+]([O-])=C1\Cc2ccccc2C1=O	-10	8	-16	4	-8	1	1	1	7	3
O=C1CN(C(=O)/C=C/c2cccc(Cl)c2)c2ccccc2N1	-9	3	-7	0	-12	-12	0	6	0	-11
O=C(Nc1ccc2ccccc2c1)/C(=C/c1cccc(Br)c1)NC(=O)c1ccco1	-38	3	-4	9	0	-8	4	-2	1	-21
Cc1cccnc1NC(=O)c1ccc2c(c1)OCCO2	4	6	2	-2	-2	-2	4	-1	0	5

Shown in CSV form: entries from further up.
SMILES,SIAE inh,TCR CD3 inh,TDP2 inh,rCAG RNA binder,NPR2 activator,mABHD4 FP,MBD2 inh,LEDGF integ inh,PRMT1 FP inh,HTRA1 inh
CC(C)(C)c1cc(N2CCOCC2)n2ncc(-c3ccccc3)c2n1,1,-9,-8,-3,-9,-3,4,-4,3,-4
COc1ccc(C(=O)O)cc1S(=O)(=O)Nc1ccc(C)cc1,5,10,6,-2,2,-2,1,1,-4,-7
O=C(NCc1cccnc1)c1ccc(NC(=O)c2ccco2)cc1,-3,-1,-1,3,3,-6,-8,1,-1,-3
O=C(NCc1ccco1)c1ccc(Cl)nc1,2,-4,-14,2,4,0,6,0,4,-1
COc1cc(C(=O)N[C@H](C(=O)NC2CCCCCC2)C(C)C)cc(OC)c1OC,-5,3,0,-10,0,-10,2,-4,1,2
O=C(Cc1ccccc1)NC1CCS(=O)(=O)C1 (stereo unspecified),-6,-3,-9,6,-3,-7,9,3,0,-4
Cc1cc(C)cc(NC(=O)CN(c2ccc(F)cc2)S(C)(=O)=O)c1,-7,5,-4,-1,-4,0,5,0,1,-2
C/[N+]([O-])=C1\Cc2ccccc2C1=O,-10,8,-16,4,-8,1,1,1,7,3
O=C1CN(C(=O)/C=C/c2cccc(Cl)c2)c2ccccc2N1,-9,3,-7,0,-12,-12,0,6,0,-11
O=C(Nc1ccc2ccccc2c1)/C(=C/c1cccc(Br)c1)NC(=O)c1ccco1,-38,3,-4,9,0,-8,4,-2,1,-21
Cc1cccnc1NC(=O)c1ccc2c(c1)OCCO2,4,6,2,-2,-2,-2,4,-1,0,5

From PubChem

This is a subset; the hit share may differ from the screen's.
